# ADAM10 inh: ADAM10 inhibition, QFRET primary screen | O14672 | recombinant ADAM10, EDANS/DABCYL FRET peptide cleavage, 3 h | inhibition, % at 7 µM | 370,000 compounds, 0.62% hits | AID 720582;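 active means inhibition above a per-campaign cutoff equal to the mean of compounds falling between control-based bounds plus 3 SD, cut at about 20% in these data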;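 further: 0% = DMSO wells while the 100% control is not disclosed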
# GC-B act: GC-B (human) receptor activation; 370,000 compounds, 0.11% hits; activation, % at 10 µM; P20594; HEK293-GC-B cells, CNP EC30, cGMP TR-FRET; 0% at EC30 CNP, 100% saturating CNP;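 active means activation at 10 µM reaching about 35% in either raw or pattern-adjusted values, limit read from the data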
# Target sequence (P20594 whole entry, looked up): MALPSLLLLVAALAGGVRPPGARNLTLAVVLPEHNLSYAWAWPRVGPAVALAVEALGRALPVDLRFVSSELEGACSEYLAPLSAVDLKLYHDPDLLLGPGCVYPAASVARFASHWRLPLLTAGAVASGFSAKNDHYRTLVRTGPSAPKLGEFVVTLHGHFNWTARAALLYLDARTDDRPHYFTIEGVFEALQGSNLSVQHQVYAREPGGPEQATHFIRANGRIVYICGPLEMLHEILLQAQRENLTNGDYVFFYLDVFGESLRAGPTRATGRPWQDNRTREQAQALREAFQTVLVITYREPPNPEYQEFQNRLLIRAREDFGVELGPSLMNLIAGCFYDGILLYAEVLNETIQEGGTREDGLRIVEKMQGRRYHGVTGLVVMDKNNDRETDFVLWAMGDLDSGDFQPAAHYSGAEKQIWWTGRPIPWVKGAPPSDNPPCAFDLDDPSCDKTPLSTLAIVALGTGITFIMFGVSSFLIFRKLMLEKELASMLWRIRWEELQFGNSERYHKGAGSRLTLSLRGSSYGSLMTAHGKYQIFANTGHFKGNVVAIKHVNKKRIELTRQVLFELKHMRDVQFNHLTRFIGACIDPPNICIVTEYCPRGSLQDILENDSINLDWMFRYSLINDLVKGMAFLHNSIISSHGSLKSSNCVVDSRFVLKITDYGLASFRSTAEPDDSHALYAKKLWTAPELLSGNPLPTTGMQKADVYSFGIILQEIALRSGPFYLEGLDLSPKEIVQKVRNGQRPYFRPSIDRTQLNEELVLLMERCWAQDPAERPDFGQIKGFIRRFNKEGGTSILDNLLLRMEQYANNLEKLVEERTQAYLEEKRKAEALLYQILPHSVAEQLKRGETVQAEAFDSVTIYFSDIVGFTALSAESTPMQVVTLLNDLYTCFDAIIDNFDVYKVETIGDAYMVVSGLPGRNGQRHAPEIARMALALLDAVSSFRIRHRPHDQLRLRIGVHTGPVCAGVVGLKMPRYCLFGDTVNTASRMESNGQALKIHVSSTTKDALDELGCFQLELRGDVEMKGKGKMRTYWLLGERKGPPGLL
# ARFGAP1 inh: rat ARFGAP1 inhibition. inhibition, % at 16.5 µM. 360,000 compounds, 0.26% hits. Q62848. Arfgap1-stimulated ARF1 GTP hydrolysis, GDP FP detection;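 active means inhibition above a per-plate limit, mean inhibition of low control wells plus 3 SD, cut at about 25% in these data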;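 further: 0% = DMSO wells with enzyme and 100% = wells lacking Arfgap1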
#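 Material: truncated rat Arfgap1 GAP domain; Incubation: compound-enzyme preincubation 20 min, reaction 120 min, detection 60 min, 25 °C; Read-out: percent inhibition of Arfgap1-stimulated GTP hydrolysis; Technique: FP, GDP Alexa 633 tracer displaced from anti-GDP antibody, 620/688 nm; Controls: No-Arfgap1 wells (100%) versus DMSO full-reaction wells (0%); Replication: single well per compound.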
# KLK7 zymogen act: activates the human kallikrein-7 zymogen; purified proKLK7, EDANS-DABCYL substrate fluorescence; 100% is mature enzyme control, 0% vehicle; activation, % at 7 µM; 370,000 compounds, 0.9% hits;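 active means activation above the mean of all tested compounds plus 3 SD, computed per campaign excluding outliers beyond control limits, cut at about 13% in these data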
# ASAP1 inh: blocks human ASAP1-stimulated Arf1 GTP hydrolysis. Q9ULH1. GDP FP detection. inhibition, % at 16.5 µM. 360,000 compounds, 0.19% hits. AID 624377; in the data active means inhibition above about 25%;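 further: 0% = vehicle with enzyme and substrate and 100% = no enzyme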
# Tn6 DDE FP: disrupts Tn6 cyclic peptide binding to fibrin D-Dimer-E complex; P02675; inhibition, % at 8.3 µM; Fibrin DD(E) TRITC-Tn6 fluorescence polarization displacement; AID 720509; 370,000 compounds, 0.21% hits;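 active means inhibition above a per-campaign cutoff: mean of compounds within control limits plus 3 SD, cut at about 15% in these data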;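 further: 0% = median of all compound wells on the plate and 100% = blocking peptide control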
# GC-A act: GC-A (human) enzyme activation; activation, % at 10 µM; HEK293 GC-A cells, cGMP TR-FRET, EC30 ANP; 0% at EC30 ANP, 100% saturating ANP; P16066; 370,000 compounds, 0.14% hits; in the data active means activation above about 40%
# rCAG binder: molecules binding r(CAG) RNA repeats | inhibition, % at 3 µM | r(CAG) RNA repeat, TO-PRO-1 dye displacement fluorescence | 370,000 compounds, 1.3% hits;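 active means inhibition above the plate cutoff, the mean of all test compounds on that plate plus 3 SD, cut at about 35% in these data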;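 further: 0% = DMSO alone and 100% = 100 µM mitoxantrone as full dye displacement; higher means more dye released from RNA so lower well fluorescence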
# FXN GAA850 act: activators of GAA850 frataxin (FXN) promoter; HEK293 lucGAA850 FXN promoter luciferase reporter, 24 h; percent of 10 µM SAHA response; activation, % at 6 µM; 360,000 compounds, 0.56% hits;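 active means activation above the average of all compounds screened plus 3 SD, cutoff fixed separately per campaign, cut at about 7.5% in these data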;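 further: 0% = DMSO wells and 100% = 10 µM SAHA wells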
# HGIII-sPLA2 inh: Blocks human group III sPLA2 activity; Q9NZ20; QFRET BODIPY PC-A2 liposome hydrolysis, fluorescence; inhibition, % at 12.2 µM; 370,000 compounds, 0.56% hits;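 active means inhibition above mean plus 3 SD of compounds lying within the high and low control bounds, cut at about 19% in these data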;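 further: 0% = median of test compound wells and 100% = no enzyme DMSO wells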
# * marks the source's active call; other numbers are inactive results; i = inactive; / = not tested or not shown. These rows are one share of the data, so the mix of outcomes need not match the whole.
SMILES,ADAM10 inh,GC-B act,ARFGAP1 inh,KLK7 zymogen act,ASAP1 inh,Tn6 DDE FP,GC-A act,rCAG binder,FXN GAA850 act,HGIII-sPLA2 inh
COc1cc(OC)c(OC)cc1C=O,-27.0,8.5,3.3,-0.3,0.6,7.4,1.5,-1.9,-2.1,1.1
Cc1ccc(O)c(C)c1,-1.4,-4.8,8.1,0.1,9.9,6.1,3.0,2.0,-2.3,-3.0
CCOC(=O)[C@]12Cc3ccc(C)cc3[C@H]1N(C1CCCCC1)C(=O)c1ccccc12,5.4,-19.2,2.8,0.2,4.0,-6.2,-23.2,2.2,/,6.9
CCN(CC)c1ccc(N=Cc2c(O)n(-c3ccccc3C)c(=O)[nH]c2=O)cc1,-4.2,5.9,1.4,-0.2,-5.5,-2.8,0.3,8.7,-0.3,-4.0
CNC(=O)OCCc1n(C)cc[n+]1C,-9.6,4.2,6.7,0.4,-2.0,-4.0,4.8,-0.7,0.7,0.6
O=[N+]([O-])c1ccc(C2[C@H]3C(c4ccccc4)=NC4(CCCCC4)N23)cc1 (some centres not stated),4.1,-4.2,5.3,0.0,0.0,2.1,-4.2,-1.3,0.2,-0.1
CC(C)(C)C(=O)O[C@H]1CC[C@@]2(C)C(=CC(=O)C3C2CC[C@]2(C)C(=O)CCC32)C1 (some centres not stated),-9.3,-1.1,5.3,-0.1,7.4,-0.2,1.0,-0.8,0.2,4.8
O=C(NC1CN2CCC1CC2)c1ccc(-c2ccc([N+](=O)[O-])cc2)o1 (configuration not stated),0.6,4.3,-6.7,0.4,-2.4,-0.9,1.4,10.3,3.6,-1.3
O=[N+]([O-])c1ccc(C2C3C(c4ccccc4)=NC4(CCCC4)N32)cc1 (configuration not stated),10.5,-2.6,-3.7,-0.1,-4.4,8.2,-3.9,-3.2,0.7,3.1
N#CC1=C(N)Oc2c(c(=O)oc3ccccc23)C1c1ccccc1OC(=O)c1cccs1 (configuration not stated),-1.6,-3.3,-8.1,-0.7,9.5,4.0,-12.0,15.2,-2.5,-5.5
C[C@@H]1CN([C@@H](C)CO)C(=O)CCCn2nncc2CO[C@@H]1CN(C)C(=O)Oc1cccc2ccccc12,-3.8,-6.0,-3.6,0.4,1.1,4.8,1.3,1.9,-0.9,1.2
COC(=O)C1C2c3ccccc3OC1(C)N=c1s/c(=C/c3cn(C)nc3C)c(=O)n12 (configuration not stated),0.1,6.0,1.1,-0.3,-3.8,-1.0,-1.5,-4.0,-2.5,-7.4
CC/C(=N\NC(=O)c1ccccc1O)c1c(O)n(C2CCCCC2)c(=O)[nH]c1=O,-24.6,-0.9,10.3,-0.7,3.3,-6.0,-2.6,59.2*,2.9,-8.8
COC(=O)C1=C(c2ccc(C(C)=O)cc2)C[C@@H]2CC[C@H]1N2C(=O)NCCO,-6.9,-0.3,2.7,-1.0,-7.6,3.0,1.5,0.6,2.1,4.3
Cc1cc(C=O)c(C)n1CC1CCCO1 (configuration not stated),1.4,-0.6,-10.5,-0.4,-13.0,6.7,0.6,-0.2,-0.7,4.0
O=C(C1CC(=O)N(C2CCCCCCC2)C1)N1CCC2(CC1)OCCO2 (configuration not stated),0.7,-3.2,3.5,-0.1,9.3,1.4,2.6,-4.2,0.7,4.9
CN(C)C(=O)On1c(-c2ccccc2)nc2ccc(Cl)cc21,7.1,-2.1,6.9,-0.7,3.1,-1.3,7.8,0.1,7.0,-0.7
O=C(c1ccc(-c2ccccc2)cc1)C1CCCN(Cc2ccn[nH]2)C1 (configuration not stated),3.6,-4.5,8.6,-0.3,-0.6,-15.2,-3.1,-7.8,2.1,-11.7
CC12CC[C@H]3[C@@H](CCC4(O)C[C@H](O)CCC34/C=N/NC(=O)c3ccccc3Cl)C1(O)CCC2C1=CC(=O)OC1 (some centres not stated),-2.1,0.4,-3.8,0.0,-1.1,-7.0,2.1,-0.1,0.1,-3.7
COc1ccc(CN2C(=O)CC(=O)NC2=O)cc1,1.2,-0.8,9.8,-0.9,-12.3,5.0,1.4,17.7,1.8,-2.8
Cc1cc(S(=O)(=O)NCC(C)C)ccc1OCC(=O)N1CCN(Cc2ccccc2)CC1,6.9,-3.5,-8.9,0.1,-6.8,-5.6,1.5,-5.2,-1.5,-14.9
Cc1ccsc1-c1nc(CSCC(=O)N2CCC3(CC2)OCCO3)c(C)o1,-39.1,-4.4,-4.0,-0.2,-6.5,9.2,-2.3,-4.9,-4.1,-7.8
Cc1c(C=O)c2ccccc2n1Cc1ccccc1F,0.3,11.1,-7.0,-0.5,2.3,-3.7,20.7,0.6,5.5,-1.6
CN(C)C(=O)Oc1ccc(Cl)c2cccnc12,-18.7,-10.4,0.7,0.4,-11.6,1.5,0.6,-0.4,2.4,3.1
C=Cc1cc(OC)c2c(c1)c(=O)oc1c2cc(OC)c2c(O)ccc(C3OC(C)C(O)C(C)(O)C3O)c21 (configuration not stated),-29.9,3.2,15.7,-18.3,14.8,-16.7,10.6,19.6,-5.1,-0.5
CCN1CCN(C(=O)Cc2coc3cc(C)cc(C)c23)CC1,-0.5,0.2,6.1,-0.3,-2.5,-9.8,0.6,-3.0,-1.1,0.3
CC(C)CN(CC(C)C)C(=O)C1C2c3ccccc3C(c3ccccc32)C1C(=O)O (configuration not stated),-14.3,-0.2,9.6,-0.5,1.9,-4.0,-1.3,3.5,0.9,10.9
C[C@]12CCC3C(CC[C@H]4C[C@H](O)CC[C@]34C)C1C[C@@H](O)[C@H]2O (some centres not stated),-3.6,-0.7,0.0,-0.1,-4.0,-2.3,-0.3,-3.5,-0.4,3.3
COC(=O)C1=C(c2ccc(F)cc2OCc2ccccc2)C[C@@H]2CC[C@H]1N2C(=O)NC1CCN(Cc2ccccc2)CC1,1.2,-6.0,-3.9,0.4,10.5,-1.3,-4.6,-2.5,-8.6,-21.9
COC1=CC(=O)O[C@@H](/C=C/c2ccccc2)C1,-3.1,0.1,-3.6,-0.7,2.2,2.7,4.2,-1.1,3.0,1.6
COC(=O)C1=C(c2cccc(OC)c2OC)C[C@@H]2CC[C@H]1N2C(=O)NCCNC(C)=O,-5.2,-6.8,3.5,0.0,13.1,-1.7,1.5,-2.3,0.1,6.4
COc1cccc(C)c1NC1=NCCO1,0.3,4.3,-8.9,0.4,-4.9,-9.4,5.9,3.8,-0.8,3.7
C=CCn1c(O)c(C(C)=Nc2cccc(C(=O)O)c2)c(=O)[nH]c1=O,-17.6,2.5,0.7,-1.3,13.8,-13.0,4.1,-0.7,-1.3,1.1
COc1ccccc1Sc1ccccc1CC(C)N (configuration not stated),-0.3,-9.5,8.6,-0.2,11.2,2.1,-4.6,7.4,-0.6,8.7
C[n+]1c(-c2ccccc2)cc(-c2ccc(Cl)cc2)cc1-c1ccccc1,-234.3,-2.1,-3.5,2.3,-2.2,-0.3,3.6,4.4,0.1,1.2
COc1ccccc1NC(=O)COC(=O)c1cc(C)n(C2CC2)c1C,-20.6,-9.6,-2.3,-0.8,5.2,-9.8,-6.3,8.1,0.5,6.7
COC(=O)C1=C(c2c(C)noc2C)C[C@@H]2CC[C@H]1N2C(=O)NCc1ccco1,0.0,6.5,6.6,-0.4,6.4,2.1,1.1,4.7,-0.1,1.2
Cc1cc(-c2ccc(N)c(C)c2)ccc1N,-6.6,-10.2,-15.8,0.4,-0.1,-8.4,-3.3,-0.6,-1.9,10.2
O=C(Nc1ccc(OC(=O)N2CCCC2)cc1)N1CCOCC1,-7.1,-1.0,0.8,-0.4,8.7,1.2,3.4,-4.8,0.5,2.1
O=C(CF)NC(NC(=S)Nc1ccccc1O)C(Cl)(Cl)Cl (configuration not stated),-1.6,-0.6,10.9,-0.5,5.5,-1.1,-1.0,3.6,-0.9,3.8
Clc1ccc(C2N3CCCN23)c(Cl)c1 (configuration not stated),-4.6,-5.9,-2.6,0.2,-7.0,6.5,-2.2,1.3,-1.0,-0.6
Cc1cccc(C(O)(C(=O)NNC(=O)CN2CCN(C)CC2)c2cccc(C)c2)c1,2.5,5.3,2.9,0.0,0.9,-10.3,-2.7,-0.6,0.0,18.2
COc1ccc(-c2nc3ccccc3c(=O)o2)cc1,9.5,-6.7,3.4,0.2,0.9,-1.1,-4.0,6.4,0.6,-0.7
CCCn1c(C)cc(C=O)c1C,6.8,4.6,8.8,0.0,-12.1,1.1,1.2,0.9,-1.1,-1.7
Cc1cc(C)nc(NS(=O)(=O)c2ccc(N=Cc3c(O)n(C)c(=O)n(C)c3=O)cc2)n1,-1.2,-2.1,-8.3,0.0,2.6,3.7,-0.3,2.4,0.0,4.7
C=CCn1c(O)c(C(C)=NC(C)c2ccccc2)c(=O)[nH]c1=O (configuration not stated),-1.7,3.3,-4.7,0.1,-14.1,8.4,1.2,-4.9,2.5,6.3
CC1CN=C(NCc2ccc(F)cc2)S1 (configuration not stated),1.8,3.8,6.4,-0.3,-1.6,-1.0,0.0,-3.1,3.1,6.0
COC(=O)COc1ccc(/C=C2\C(=O)NC(=S)N(c3ccc(C)cc3)C2=O)cc1OC,-11.8,1.1,9.1,0.1,9.9,-3.6,2.6,21.8,-0.2,7.6
COC(=O)C1=C(c2ccc(S(C)(=O)=O)cc2)C[C@@H]2CC[C@H]1N2C(=O)NCc1cccc2ccccc12,-3.3,-0.4,9.0,0.0,2.8,4.9,-0.4,2.8,-8.8,3.2
COc1ccc(NP(=O)(Oc2ccccc2OC)Oc2ccccc2OC)cc1,0.6,-9.8,6.8,0.1,13.1,-2.2,-14.6,-8.3,-1.6,-11.8
O=C(Nc1ccc(Cl)cc1C(=O)c1ccccc1)c1ccccc1,7.2,-11.7,-5.1,-0.2,-7.7,-10.4,-4.3,1.1,-0.8,-0.3
Cc1cc(=O)oc2cc3c(cc12)CCCN3,i,-1.1,11.8,59.5*,-1.6,1.3,-7.8,-1.0,2.5,9.1
CCn1cc(C(=O)N2CCC3(CC2)OCCO3)c(=O)c2cc(S(=O)(=O)N3CCCC3)ccc21,-2.7,2.0,-14.8,-0.5,-7.7,6.3,0.7,-5.7,-2.0,-1.7
COC(=O)c1ccccc1OP1(=O)COc2ccccc2OC1,0.2,5.3,-15.4,-0.4,5.4,-1.7,4.0,1.0,-2.6,-0.1
O=c1c2ccccc2[nH]c(=S)n1-c1ccc(Br)cc1,6.1,-3.9,8.7,-0.2,10.2,6.1,1.7,5.6,0.2,14.6
CCOC(=O)[C@]12Cc3cc4ccccc4cc3[C@H]1N(Cc1ccccc1)C(=O)c1ccccc12,3.7,-8.6,0.5,0.5,5.4,-8.2,-11.7,5.2,/,-6.7

# Ordered by SMILES length (low to high): some entries from above
SMILES,ADAM10 inh,GC-B act,ARFGAP1 inh,KLK7 zymogen act,ASAP1 inh,Tn6 DDE FP,GC-A act,rCAG binder,FXN GAA850 act,HGIII-sPLA2 inh
O=c1c2ccccc2[nH]c(=S)n1-c1ccc(Br)cc1,6.1,-3.9,8.7,-0.2,10.2,6.1,1.7,5.6,0.2,14.6
COc1ccc(NP(=O)(Oc2ccccc2OC)Oc2ccccc2OC)cc1,0.6,-9.8,6.8,0.1,13.1,-2.2,-14.6,-8.3,-1.6,-11.8
CCOC(=O)[C@]12Cc3cc4ccccc4cc3[C@H]1N(Cc1ccccc1)C(=O)c1ccccc12,3.7,-8.6,0.5,0.5,5.4,-8.2,-11.7,5.2,/,-6.7

# Assay outcomes deposited in PubChem BioAssay by several laboratories.
